Screening results: PubChem, Sanford-Burnham Center for Chemical Genomics
NLRP3 yeast inh – NALP3 inflammasome inhibitors in reconstituted yeast, primary screen, luminescence, uHTS | Yeast reconstituted NLRP3/ASC/caspase-1, beta-gal luminescence, 24 h | 330,000 tested, 0.39% active | inhibition, % at 10 µM;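 active means inhibition of 50% or more; inactive means inhibition below 50%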;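 further: plate controls were induced DMSO wells for no effect and uninduced yeast grown without galactose for full effect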
TIM10 inh – growth inhibitors of isogenic TIM10 control yeast, primary screen, counter-screen for tim10-1 yeast inhibitor project, luminescence, uHTS; AID 463195, 2010; 330,000 tested, 1.4% active; S. cerevisiae TIM10 strain growth, BacTiter-Glo luminescence, 24 h; inhibition, % at 10 µM;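 active means inhibition of 40% or more at the single tested concentration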;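 further: wild-type TIM10 isogenic control strain grown at permissive 25 °C; 0% = DMSO yeast wells and 100% = minimal medium wells without yeast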
beta cell repl – inducers of MIN6 beta-cell proliferation, primary screen, ATP luminescence, uHTS | MIN6 cells proliferation, ATPlite luminescence, 48 h; cells starved in 0.2% serum; 100% = growth in 10% serum | proliferation, % at 10 µM | 330,000 tested, 0.29% active | AID 2380, 2010;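 active means compounds whose signal lies at least 3.5 SD above the mean of all wells on their plate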;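 further: 0% = DMSO-treated cells in low-serum medium and 100% = 10% serum control; some compounds called inactive have numbers as strong as hits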
hIAP block – human IAP inhibitors, primary screen, biochemical, luminescence, uHTS. inhibition, % at 10 µM. Intestinal-type alkaline phosphatase (Homo sapiens), P09923. purified IAP, CDP-Star luminescence, 30 min. 330,000 tested, 0.12% active;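 active means inhibition reaching a set limit with compound at 10 µM in the primary screen, cut at about 35% in these data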;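 further: plate controls were DMSO wells with enzyme for no effect and no-enzyme buffer wells for full effect; values of inactives mirror those of a sister screen read the other way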
mIAP activ – activators of mouse IAP, primary screen, biochemical, luminescence, uHTS; muIAP, CDP-Star luminescence, 30 min; active compounds read high; 1 = vehicle-only enzyme signal, 0 = enzyme-free wells; 330,000 tested, 0.24% active; intestinal alkaline phosphatase [Mus musculus]; activation factor at 10 µM;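 active means activation factor of at least 2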; further: the source names both 10 and 20 µM as test concentration; values of inactives mirror those of a sister screen read the other way
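Assay system: mouse IAP enzyme; reagent: chemiluminescent substrate CDP-Star; dosing: test compounds delivered from DMSO solution; schedule: 30 min at room temperature; measured by: luminescence from enzymatic CDP-Star hydrolysis; controls: DMSO-only wells and no-enzyme negative control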
tim10-1 inh – growth inhibitors of tim10-1 mutant yeast, primary screen, luminescence, uHTS; S. cerevisiae tim10-1 ts strain growth, BacTiter-Glo, 24 h; inhibition, % at 20 µM; 330,000 tested, 2.2% active;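 active means inhibition of at least 40%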;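 further: mutant grown at 25 °C; 0% = DMSO wells with yeast and 100% = wells holding no yeast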
mIAP inh – inhibitors of mouse IAP, primary screen, biochemical, luminescence, uHTS | purified mouse IAP, CDP-Star luminescence, 30 min | inhibition, % at 10 µM | 330,000 tested, 0.2% active;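 active means inhibition of at least 40% at 10 µM in the primary screen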;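 further: plate controls were DMSO with enzyme for no effect and no enzyme wells for full effect; values of inactives mirror those of a sister screen read the other way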
APOBEC3A inh – APOBEC3A ssDNA deaminase inhibitors, primary screen, selectivity assay for APOBEC3G inhibitor project, biochemical, FAM/TAMRA oligo cleavage fluorescence | DNA dC->dU-editing enzyme APOBEC-3A (Homo sapiens), P31941 | recombinant A3A, FAM/TAMRA ssDNA deamination fluorescence | inhibition, % at 20 µM | 330,000 tested, 0.41% active | AID 493011, 2011;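 active means at least 40% inhibition at 20 µM here, with at most 30% in a related deaminase screen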;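 further: plate controls were A3A with DMSO for no effect and wells lacking A3A enzyme for full effect; some results filed as inactive read as strong as hits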
Target sequence (P31941 whole entry, looked up): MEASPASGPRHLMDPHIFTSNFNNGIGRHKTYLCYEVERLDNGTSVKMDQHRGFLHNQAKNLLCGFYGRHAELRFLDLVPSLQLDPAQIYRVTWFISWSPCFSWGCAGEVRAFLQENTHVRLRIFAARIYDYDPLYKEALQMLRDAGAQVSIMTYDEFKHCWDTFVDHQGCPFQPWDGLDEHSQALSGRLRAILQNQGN
A3G deaminase – APOBEC3G DNA deaminase inhibitors, primary screen, biochemical, fluorescence, single-stranded DNA substrate, uHTS | DNA dC->dU-editing enzyme APOBEC-3G (Homo sapiens), Q9HC16 | recombinant A3G, ssDNA deamination FAM/TAMRA fluorescence | inhibition, % at 20 µM | 330,000 tested, 0.28% active | AID 493012, 2011;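 active means inhibition of at least 40% at 20 µM, with no more than 30% in the related APOBEC3A deaminase screen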;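 further: plate controls were DMSO wells with A3G for no effect and wells lacking A3G enzyme for full effect; some compounds called inactive have numbers as strong as hits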
Target sequence (Q9HC16 whole entry, looked up): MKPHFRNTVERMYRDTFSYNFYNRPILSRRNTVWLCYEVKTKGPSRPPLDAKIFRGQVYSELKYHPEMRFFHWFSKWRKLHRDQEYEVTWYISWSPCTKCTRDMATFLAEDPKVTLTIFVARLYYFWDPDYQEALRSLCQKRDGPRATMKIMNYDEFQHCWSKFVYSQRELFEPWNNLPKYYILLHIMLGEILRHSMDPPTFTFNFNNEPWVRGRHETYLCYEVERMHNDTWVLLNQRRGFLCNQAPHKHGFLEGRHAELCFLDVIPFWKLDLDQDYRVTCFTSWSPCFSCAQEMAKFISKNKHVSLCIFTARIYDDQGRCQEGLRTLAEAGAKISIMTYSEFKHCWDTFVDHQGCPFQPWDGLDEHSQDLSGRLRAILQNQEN
Starred values were filed as active, the others as inactive.

Screening CCOC(=O)N1CCN(C(=O)c2ccc3c(Cl)c4c(nc3c2)CCCC4)CC1 returned NLRP3 yeast inh 6, TIM10 inh 26, beta cell repl 4, hIAP block 23, mIAP activ 0.94, tim10-1 inh 12, mIAP inh 6, APOBEC3A inh 3 and A3G deaminase 2.
Screening COc1ccc(C(=S)N2CCOCC2)cc1OC(=O)c1ccc([N+](=O)[O-])cc1 returned NLRP3 yeast inh 18, TIM10 inh 2, beta cell repl 1, hIAP block -11, mIAP activ 0.99, tim10-1 inh 18, mIAP inh 1, APOBEC3A inh 3 and A3G deaminase 23.
Screening CC(C)C(=O)Nc1nnc(CCN2CCOCC2)s1 returned NLRP3 yeast inh -5, TIM10 inh -1, beta cell repl 1, hIAP block 0, mIAP activ 0.99, tim10-1 inh -10, mIAP inh 1, APOBEC3A inh -3 and A3G deaminase -8.
For COCc1cc(N2CCOCC2)nc(SCc2ccc(Cl)cc2)n1 the results were NLRP3 yeast inh 58*, TIM10 inh 9, beta cell repl 0, hIAP block -12, mIAP activ 1.1, tim10-1 inh -7, mIAP inh -7, APOBEC3A inh -5 and A3G deaminase -9.
Screening Cc1ccc2c(c1)c1c3n2CCN(C(=O)C2CC2)C3CCC1 (stereo not given) returned NLRP3 yeast inh 28, TIM10 inh 2, beta cell repl 2, hIAP block -3, mIAP activ 0.94, tim10-1 inh 15, mIAP inh 6, APOBEC3A inh -2 and A3G deaminase 4.
`COc1ccc(CN(Cc2ccco2)S(=O)(=O)c2ccc(S(=O)(=O)N3CCCC3)cc2)cc1` gave NLRP3 yeast inh 13, TIM10 inh -4, beta cell repl -3, hIAP block 6, mIAP activ 0.92, tim10-1 inh 10, mIAP inh 8, APOBEC3A inh 2 and A3G deaminase -2.
Screening CC[N+](CC)(CC)CCC(O)(c1ccccc1)C1CCCCC1 (stereo not given) returned NLRP3 yeast inh 19, TIM10 inh 2, beta cell repl 10, hIAP block -2, mIAP activ 0.95, tim10-1 inh 0, mIAP inh 5, APOBEC3A inh -3 and A3G deaminase -10.
For COc1cccc(C(=O)Nn2c(-c3cccs3)nc3ccccc3c2=O)c1OC the results were NLRP3 yeast inh 18, TIM10 inh 41*, beta cell repl -2, hIAP block -32, mIAP activ 1, tim10-1 inh 33, mIAP inh -1, APOBEC3A inh -1 and A3G deaminase -4.
`CCc1noc(C)c1C(=O)OCC(=O)N(CC)c1c(N)n(Cc2ccccc2)c(=O)[nH]c1=O` gave NLRP3 yeast inh 13, TIM10 inh -7, beta cell repl -3, hIAP block -6, mIAP activ 0.94, tim10-1 inh -8, mIAP inh 6, APOBEC3A inh 1 and A3G deaminase -1.
`COc1ccc(N2CCN(CC(O)COCCOc3ccc(Br)cc3)CC2)cc1` (stereo not given) gave NLRP3 yeast inh 28, TIM10 inh -109, beta cell repl -4, hIAP block -7, mIAP activ 0.99, tim10-1 inh -50, mIAP inh 1, APOBEC3A inh -2 and A3G deaminase -2.
Screening CCOC(=O)N(C)c1ccc(C(O)(C(F)(F)F)C(F)(F)F)cc1 returned NLRP3 yeast inh -13, TIM10 inh 10, beta cell repl -1, hIAP block -20, mIAP activ 1.1, tim10-1 inh 22, mIAP inh -5, APOBEC3A inh -1 and A3G deaminase -5.
Screening COc1ccccc1NS(=O)(=O)c1ccc(/C=C/C(=O)N2CCN(C(C)=O)CC2)cc1 returned NLRP3 yeast inh 6, TIM10 inh 4, beta cell repl -4, hIAP block 2, mIAP activ 0.97, tim10-1 inh 7, mIAP inh 3, APOBEC3A inh -6 and A3G deaminase -8.

Continued; it opens with the 4 that closed the last part.
`CCc1noc(C)c1C(=O)OCC(=O)N(CC)c1c(N)n(Cc2ccccc2)c(=O)[nH]c1=O` gave NLRP3 yeast inh 13, TIM10 inh -7, beta cell repl -3, hIAP block -6, mIAP activ 0.94, tim10-1 inh -8, mIAP inh 6, APOBEC3A inh 1 and A3G deaminase -1.
`COc1ccc(N2CCN(CC(O)COCCOc3ccc(Br)cc3)CC2)cc1` (stereo not given) gave NLRP3 yeast inh 28, TIM10 inh -109, beta cell repl -4, hIAP block -7, mIAP activ 0.99, tim10-1 inh -50, mIAP inh 1, APOBEC3A inh -2 and A3G deaminase -2.
Screening CCOC(=O)N(C)c1ccc(C(O)(C(F)(F)F)C(F)(F)F)cc1 returned NLRP3 yeast inh -13, TIM10 inh 10, beta cell repl -1, hIAP block -20, mIAP activ 1.1, tim10-1 inh 22, mIAP inh -5, APOBEC3A inh -1 and A3G deaminase -5.
Screening COc1ccccc1NS(=O)(=O)c1ccc(/C=C/C(=O)N2CCN(C(C)=O)CC2)cc1 returned NLRP3 yeast inh 6, TIM10 inh 4, beta cell repl -4, hIAP block 2, mIAP activ 0.97, tim10-1 inh 7, mIAP inh 3, APOBEC3A inh -6 and A3G deaminase -8.
For CC(C)(C)C1=C(C#N)C(c2cc3c(cc2Br)OCO3)C(C#N)=C(N)O1 (stereo not given) the results were NLRP3 yeast inh 4, TIM10 inh 38, beta cell repl -3, hIAP block 2, mIAP activ 1.1, tim10-1 inh 18, mIAP inh -9, APOBEC3A inh 1 and A3G deaminase 5.
CS(=O)(=O)NCCSc1cc(C(F)(F)F)nc2ccccc12 was read as NLRP3 yeast inh 7, TIM10 inh 13, beta cell repl -1, hIAP block -87, mIAP activ 0.9, tim10-1 inh 3, mIAP inh 10, APOBEC3A inh -3 and A3G deaminase -7.
CCN(C[C@H]1N[C@@](CC)(C(=O)OC)[C@H]2C(=O)N(C)C(=O)[C@@H]12)C(=O)Nc1ccc(Cl)cc1 was read as NLRP3 yeast inh -16, TIM10 inh 5, beta cell repl 0, hIAP block -7, mIAP activ 1.1, tim10-1 inh -8, mIAP inh -6, APOBEC3A inh 1 and A3G deaminase 0.
CC(NC(=O)CNC(=O)OCc1ccccc1)C(=O)N1CC(O)CC1C(=O)OCc1ccccc1 (stereo not given) was read as NLRP3 yeast inh 0, TIM10 inh -8, beta cell repl -2, hIAP block -3, mIAP activ 1.1, tim10-1 inh -3, mIAP inh -10, APOBEC3A inh -9 and A3G deaminase -7.
For O=S(=O)(/N=C(/Nc1ccccc1)c1ccccc1O)c1ccccc1 the results were NLRP3 yeast inh 19, TIM10 inh -8, beta cell repl 2, hIAP block 9, mIAP activ 1, tim10-1 inh 3, mIAP inh 0, APOBEC3A inh -2 and A3G deaminase -9.
Screening Cc1c(N)cccc1-n1cccc1 returned NLRP3 yeast inh 4, TIM10 inh 10, beta cell repl -4, hIAP block 0, mIAP activ 0.98, tim10-1 inh 7, mIAP inh 2, APOBEC3A inh 2 and A3G deaminase -9.
For COC(=O)CCNC(=O)c1ccc2[nH]c(C)c(C)c2c1 the results were NLRP3 yeast inh -4, TIM10 inh -7, beta cell repl -3, hIAP block -11, mIAP activ 0.94, tim10-1 inh 7, mIAP inh 6, APOBEC3A inh 3 and A3G deaminase -12.
`CC1=C[C@@H](C)[C@@H](c2ccccc2)OC1=O` gave NLRP3 yeast inh 6, TIM10 inh 9, beta cell repl 1, hIAP block -1, mIAP activ 0.99, tim10-1 inh 3, mIAP inh 1, APOBEC3A inh -5 and A3G deaminase -13.
Screening Cc1ccc(NC(=O)c2ccc3c(=O)n4c(nc3c2)CCC4)cc1F returned NLRP3 yeast inh 24, TIM10 inh 0, beta cell repl 1, hIAP block 6, mIAP activ 1.1, tim10-1 inh -29, mIAP inh -5, APOBEC3A inh 2 and A3G deaminase -4.
For CCOC(=O)C1CCN(C(=O)CC(C)S(=O)(=O)c2ccc3c(c2)NC(=O)CO3)CC1 (stereo not given) the results were NLRP3 yeast inh 1, TIM10 inh -5, beta cell repl -2, hIAP block -14, mIAP activ 0.98, tim10-1 inh 17, mIAP inh 2, APOBEC3A inh -2 and A3G deaminase -3.
For COc1cccc(NC(=S)NC(=O)c2c(Cl)c(C)nn2C)c1 the results were NLRP3 yeast inh 4, TIM10 inh 15, beta cell repl -2, hIAP block -6, mIAP activ 0.87, tim10-1 inh 14, mIAP inh 13, APOBEC3A inh -1 and A3G deaminase -1.
`Cc1cc(OCCN2CCCC2)ccc1[N+](=O)[O-]` gave NLRP3 yeast inh -7, TIM10 inh -6, beta cell repl -2, hIAP block -8, mIAP activ 1.1, tim10-1 inh -2, mIAP inh -14, APOBEC3A inh -4 and A3G deaminase -9.
O=C(NCC1CC1)C1(S(=O)(=O)c2ccccc2)CC=CC1 was read as NLRP3 yeast inh 5, TIM10 inh -2, beta cell repl 1, hIAP block 0, mIAP activ 1, tim10-1 inh -1, mIAP inh -4, APOBEC3A inh -1 and A3G deaminase -5.
Screening COc1cccc(CN2CCC(C(=O)Nc3ccc(Oc4cccnc4)cc3)CC2)c1 returned NLRP3 yeast inh 15, TIM10 inh -16, beta cell repl -1, hIAP block -21, mIAP activ 1.3, tim10-1 inh -30, mIAP inh -31, APOBEC3A inh -3 and A3G deaminase -1.
`CCOc1ccc(S(=O)(=O)n2c([N+](=O)[O-])cnc2C)c(C)c1C` gave NLRP3 yeast inh 15, TIM10 inh 97*, beta cell repl -3, hIAP block -16, mIAP activ 0.95, tim10-1 inh -2, mIAP inh 5, APOBEC3A inh -6 and A3G deaminase -7.
Screening COCCNC(=O)c1sc2nc(-c3ccccc3)cn2c1C returned NLRP3 yeast inh 17, TIM10 inh -6, beta cell repl 3, hIAP block 5, mIAP activ 1, tim10-1 inh 10, mIAP inh -2, APOBEC3A inh -1 and A3G deaminase -2.
Screening O=C(c1ccc(-c2ccccc2)cc1)c1ccccc1C(=O)N1CCOCC1 returned NLRP3 yeast inh 26, TIM10 inh 12, beta cell repl -4, hIAP block 15, mIAP activ 0.92, tim10-1 inh 25, mIAP inh 8, APOBEC3A inh -3 and A3G deaminase -7.
Screening Cc1cccc(-c2c3c(=O)n(C)c(=O)n(C)c3cn2C(C)C)c1 returned NLRP3 yeast inh 20, TIM10 inh 12, beta cell repl -2, hIAP block 10, mIAP activ 1.1, tim10-1 inh 14, mIAP inh -6, APOBEC3A inh -7 and A3G deaminase -8.
For COc1ccc(CCN2C(=O)NC(NS(=O)(=O)c3ccc(N)cc3)(C(F)(F)F)C2=O)cc1OC (stereo not given) the results were NLRP3 yeast inh 5, TIM10 inh -2, beta cell repl 0, hIAP block 4, mIAP activ 0.99, tim10-1 inh 5, mIAP inh 1, APOBEC3A inh -3 and A3G deaminase -6.
Cc1ccc(NC(=O)CN2C(=O)NC3(CCC(C)CC3)C2=O)c(Cl)c1 (stereo not given) was read as NLRP3 yeast inh 6, TIM10 inh 13, beta cell repl -3, hIAP block 12, mIAP activ 0.89, tim10-1 inh 0, mIAP inh 11, APOBEC3A inh 3 and A3G deaminase -5.
